SW480 rerep = inducers of DNA re-replication in SW480 colon cancer cells. AID 624297. hit rate 1.8% among 340,000. Potency, µM (series often up to 46.1 µM), without a hit: top-dose re-replication activation, most hits filed as activators. SW480 DNA re-replication, Hoechst DNA content imaging, 48 h; further: potency means the concentration at half of the fitted maximal effect; % of control where 0% means no effect; nearly all actives have a fitted effect of over 55% in size
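Cells (250 per well) received 23 nL compound or DMSO by pin tool and were kept 48 hr at 37 C, 5% CO2. Nuclei were then stained with Hoechst for 40 min and scanned for DNA content.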
HT1080 IDH1KD tx = toxicity to HT-1080 IDH1 knockdown cells (counter line); HT-1080 IDH1 knockdown viability, ATP luminescence, 48 h; Potency, µM (top dose mostly 46.1 µM), inactives show at the highest dose activity, negative = toxicity, hits mostly cytotoxic; hit rate 2% among 360,000; AID 686971;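 further: potency means the concentration at half of the fitted maximal effect; 0% = DMSO wells and -100% = cell-free medium wells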
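Knockdown cells (IDH1KD HT-1080) received compounds 2 h after plating at 750 cells/well and were kept 48 h at 37 °C in 5% FBS RPMI. A CellTiter-Glo luminescence read gave % activity for curve fitting.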
KB-V1 MDR tox = KB-V1 MDR subline cytotoxicity. KB-V1 MDR cells viability, CellTiter-Glo, 72 h. Potency, µM (doses to about 46.1 µM), inactives show at the top dose activity change, negative = cytotoxicity, hits mostly cytotoxic. hit rate 3.4% among 400,000; further: potency means the concentration at half of the fitted maximal effect; on the % scale 0 is the no-effect control and ±100 the full control effect; nearly all actives have a fitted effect of over 60% in size
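Cells of the MDR subline KB-V1 are plated, dosed with compound at multiple concentrations, and incubated 72 h at 37 degrees C; CellTiter-Glo is then added and luminescence read after 10 min.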
ATXN2 expr inh = inhibitors of ATXN2 expression | HEK-293 ATXN2-luciferase reporter, luminescence, 24 h | Potency, µM (doses to about 57 µM), inactives show at the top dose activity change, negative = inhibition, usual class: inhibitors | hit rate 0.72% among 360,000; further: potency means the concentration at half of the fitted maximal effect; on the % scale 0 is the no-effect control and ±100 the full control effect; nearly all actives have a fitted effect of over 55% in size
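ATXN2-luciferase reporter cells (luciferase flanked by upstream and downstream ATXN2 gene portions) were treated 24 h at 37 °C with compounds at up to 57 uM. SteadyGlo luminescence gave expression; GF-AFC fluorescence gave viability.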
HT1080-NT tox = kills 2HG-producing HT-1080-NT fibrosarcoma cells; AID 686970; HT-1080-NT fibrosarcoma viability, CellTiter-Glo ATP luminescence, 48 h; Potency, µM (doses to about 46.1 µM), inactives show at the top dose activity, negative = less viability, actives largely listed as cytotoxic; hit rate 1.6% among 360,000;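 further: NT is the 2HG producing partner of a matched IDH1 knockdown line; potency means the concentration at half of the fitted maximal effect; 0% = DMSO-treated cells and -100% = media-only wells without cells; nearly all actives have a fitted effect of over 55% in size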
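Read-out is CellTiter-Glo luminescence after 10 minutes at room temperature, following 48 hours' compound treatment of HT-1080-NT cells (750 cells/well, RPMI, 5% FBS, 37 degrees C).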
WRN inhibitor = WRN helicase (human) inhibition | hit rate 0.46% among 360,000 | Potency, µM (highest dose often 114 µM), for the others: top-dose activity change, negative = inhibition, most hits filed as inhibitors | Q14191 | WRN helicase unwinding, fluorescent forked duplex, kinetic; further: potency means the concentration at half of the fitted maximal effect; on the % scale 0 is the no-effect control and ±100 the full control effect; nearly all actives have a fitted effect of over 55% in size
Target sequence (Q14191 whole entry, looked up): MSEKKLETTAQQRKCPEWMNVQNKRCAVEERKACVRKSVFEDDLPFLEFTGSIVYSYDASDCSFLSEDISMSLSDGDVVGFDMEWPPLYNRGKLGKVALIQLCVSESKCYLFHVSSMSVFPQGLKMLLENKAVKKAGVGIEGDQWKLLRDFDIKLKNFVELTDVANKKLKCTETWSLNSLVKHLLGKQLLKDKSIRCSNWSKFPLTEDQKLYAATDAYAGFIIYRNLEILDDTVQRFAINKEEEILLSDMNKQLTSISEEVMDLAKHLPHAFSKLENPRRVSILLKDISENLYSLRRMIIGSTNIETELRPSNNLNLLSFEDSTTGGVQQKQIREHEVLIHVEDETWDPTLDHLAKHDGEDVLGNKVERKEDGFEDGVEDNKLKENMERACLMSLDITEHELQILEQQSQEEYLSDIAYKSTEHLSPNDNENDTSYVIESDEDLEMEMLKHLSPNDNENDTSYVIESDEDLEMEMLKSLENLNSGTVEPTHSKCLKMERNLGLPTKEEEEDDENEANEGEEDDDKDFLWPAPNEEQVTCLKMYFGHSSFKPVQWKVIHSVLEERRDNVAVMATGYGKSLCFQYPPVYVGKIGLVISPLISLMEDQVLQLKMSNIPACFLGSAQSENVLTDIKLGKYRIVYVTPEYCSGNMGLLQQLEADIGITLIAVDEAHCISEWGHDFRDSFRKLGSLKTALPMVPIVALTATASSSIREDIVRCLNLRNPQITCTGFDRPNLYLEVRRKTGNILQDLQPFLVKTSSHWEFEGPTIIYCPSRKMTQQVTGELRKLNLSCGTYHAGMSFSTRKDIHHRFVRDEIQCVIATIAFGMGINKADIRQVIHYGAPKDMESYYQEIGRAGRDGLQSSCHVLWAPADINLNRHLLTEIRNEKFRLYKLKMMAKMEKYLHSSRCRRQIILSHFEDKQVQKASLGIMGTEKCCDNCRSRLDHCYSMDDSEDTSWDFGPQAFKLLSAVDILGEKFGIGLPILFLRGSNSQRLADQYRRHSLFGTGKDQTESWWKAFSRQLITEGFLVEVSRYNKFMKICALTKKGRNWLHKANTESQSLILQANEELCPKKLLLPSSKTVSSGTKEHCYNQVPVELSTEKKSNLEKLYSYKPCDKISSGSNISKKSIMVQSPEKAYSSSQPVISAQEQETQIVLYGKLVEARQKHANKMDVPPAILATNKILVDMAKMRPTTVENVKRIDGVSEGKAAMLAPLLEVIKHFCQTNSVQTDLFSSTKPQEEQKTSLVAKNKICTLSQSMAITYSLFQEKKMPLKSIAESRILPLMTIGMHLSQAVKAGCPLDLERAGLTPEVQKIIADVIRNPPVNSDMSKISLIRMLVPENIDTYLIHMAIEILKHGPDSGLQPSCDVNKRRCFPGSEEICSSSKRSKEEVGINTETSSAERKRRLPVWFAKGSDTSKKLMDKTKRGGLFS
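Kinetic red-fluorescence monitoring (525/598 nm) tracks WRN helicase activity after 100 nM fluorophore-quencher forked duplex and 2 mM ATP are added to 20 nM enzyme pretreated 15 min at room temperature with compound.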
IL1B secr inh = inflammasome signaling inhibition, IL-1 beta readout; THP-1 LPS/ATP IL-1B secretion, AlphaLISA, 16 h; active compounds read low; activity change, % at 57.5 µM; hit rate 4.7% among 360,000; in the data active means activity change below about -50%; inconclusive means mostly about -30% to -49%; further: on the % scale 0 is the no-effect control and ±100 the full control effect
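THP-1 cells pretreated 1 hr with compounds (up to 57.5 uM final), then stimulated with LPS (250 ng/mL final) plus ATP (1.25 mM final); secreted IL-1B measured by AlphaLISA after 16 hr, decreased signal indicating inhibition.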
MCF10A rerep = induces DNA re-replication in MCF 10a normal breast cells; MCF 10A DNA re-replication, Hoechst nuclear intensity, 48 h; Potency, µM (highest dose often 46.1 µM), inactives show at the top dose activity, positive = re-replication, most hits filed as activators; hit rate 2.9% among 350,000; further: potency means the concentration at half of the fitted maximal effect; % of control where 0% means no effect; nearly all actives have a fitted effect of over 50% in size
KB-3-1 tox = kills parental KB-3-1 adenocarcinoma cells; hit rate 1.4% among 400,000; Potency, µM (titrated, usually from 46.1 µM), without a hit: top-dose activity change, negative = cytotoxic, hits mostly cytotoxic; KB-3-1 viability, CellTiter-Glo ATP luminescence, 72 h; further: potency means the concentration at half of the fitted maximal effect; on the % scale 0 is the no-effect control and ±100 the full control effect; nearly all actives have a fitted effect of over 60% in size
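Here the drug-naive KB-3-1 line serves as comparator for MDR sub-line selectivity; cells received compound titrations, 72 h at 37 °C, then CellTiter-Glo readout.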
Active calls of the source: *; ? = inconclusive; · = no result given; [ ] = another dose, or the depositor's remark. Unless noted, the call rests on the fitted dose curve; in most records, active means well fitted curve in the direction sought with a large enough effect; inconclusive means small, poorly fitted or top-dose-only effect, or another doubt; inactive means no such curve, though single readings can be large; an effect the other way counts as inactive or inconclusive.

(1) CC1CCN(S(=O)(=O)c2ccc(NC(=O)c3ccco3)cc2)CC1
(2) COc1cccc(OCCn2cc(C=O)c3ccccc32)c1
(3) O=C(NC1CCCCC1)c1ccc2c(c1)OCCO2
(4) CN(C)CCCN1C(=O)C(O)=C(C(=O)c2cc3ccccc3o2)C1c1ccccn1 (stereo unspecified)
(5) Cc1cccc(-c2n[nH]c(=S)n2/N=C/c2cccs2)c1
(6) Cc1c2c(nc3ccccc13)OCC2
(7) COc1cccc(OC)c1C(=O)Nc1sc2c(c1C(N)=O)CCN(Cc1ccccc1)C2
(8) CC1CCCN(c2nc3ccsc3c(=O)s2)C1 (stereo unspecified)
(9) CCOc1cc(/C=N/NC(=O)c2ccc(CN3CCOCC3)cc2)ccc1OCc1ccccc1
(10) O/N=C/c1ccccc1OCc1ccc(Cl)cc1

Assay by compound	1	2	3	4	5	6	7	8	9	10
SW480 rerep	0%	3%	-5%	-3%	1%	-3%	-1%	18%	-2%	10%
MCF10A rerep	5%	7%	0%	0%	0%	-4%	2%	18µM*	8%	?
HT1080 IDH1KD tx	-9%	-16%	8%	0%	-1%	?	-7%	-5%	-1%	?
IL1B secr inh	-1	-10	-2	10	2	-3	6	5	42	-96*
ATXN2 expr inh	-6%	-18%	1%	0%	·	3%	-6%	72%[activator]	?	43%[activator]
KB-3-1 tox	-10%	-25%	5%	13%	1%	0%	0%	?	?	2%
HT1080-NT tox	-4%	-5%	16%	11%	1%	?	12%	0%	0%	-21%
KB-V1 MDR tox	?	4%	-17%	2%	2%	0%	-11%	16µM*	2.3µM*	1%
WRN inhibitor	-5%	5%	10%	6%	1%	5%	3%	-5%	-34%	-7%[57.1 µM]

(11) Cc1c(C(=O)NCCc2ccccc2)oc2ccc(S(=O)(=O)N3CCC4(CC3)OCCO4)cc12
(12) CN(C)S(=O)(=O)c1ccc(NC(=O)CSc2nnnn2C)cc1
(13) Cc1nc(-c2ccccn2)sc1C(=O)Nc1ccc(F)cc1
(14) O=C(N/N=C/c1cccnc1)C1CC1(c1ccccc1)c1ccccc1 (stereo unspecified)
(15) Cc1cccc(C)c1NC(=O)C(NC(=O)c1ccccn1)c1ccccc1[N+](=O)[O-] (stereo unspecified)
(16) Cc1ccc(NC(=O)c2ccc(S(=O)(=O)Nc3c(C)n(C)n(-c4ccccc4)c3=O)cc2)nc1
(17) Cc1nc(Nc2cccc(C(F)(F)F)c2)nc2c1C(=O)CC(C)C2 (stereo unspecified)
(18) COc1ccc(OC)c(NC(=O)c2csc(Cl)c2OC)c1
(19) CCOc1ccc(S(=O)(=O)Nc2cccc(C(=O)N3CCN(c4ccc(OC)cc4)CC3)c2)cc1
(20) CC(C)(C)NCC(=O)c1c[nH]c2ccccc12

Assay by compound	11	12	13	14	15	16	17	18	19	20
SW480 rerep	2%	-2%	9%	0%	?	4%	-11%	?	-1%[9.22 µM]	4%
MCF10A rerep	16%	3%	?	3%	4%	1%	-1%	?	3%	?
HT1080 IDH1KD tx	-38%	17%	-20%	-16%	4%	0%	10%	-6%	-4%	-9%
IL1B secr inh	?	-11	6	-18	5	14	-8	-7	-8	-22
ATXN2 expr inh	-11%	-7%	-19%	-26%	·	2%	-19%	12%	-5%	-11%
KB-3-1 tox	-1%	3%	?	-15%	2%	1%	-24%	-6%	-3%	4%
HT1080-NT tox	-1%	15%	-26%	-20%	-4%	-4%	14%	0%	-5%	-8%
KB-V1 MDR tox	0%	-3%	18µM*	4%	20%	0%	-8%	-8%	-12%	8%
WRN inhibitor	-3%	-6%	0%	-1%	7%	-9%	-3%	-11%[57.1 µM]	-11%	-6%

Single values from the list:
HT1080-NT tox, no. 12 → 15%
KB-3-1 tox, no. 19 → -3%
MCF10A rerep, no. 14 → 3%
KB-3-1 tox, no. 16 → 1%
ATXN2 expr inh, no. 1 → -6%

The listing continues.
(21) N/C(=N\OC(=O)CCCc1ccccc1)c1ccccn1
(22) O=C(O)c1cccc2c1Cc1cc([N+](=O)[O-])ccc1-2
(23) Cc1ccc(S(=O)(=O)N2CCC(C(=O)NCc3ccccc3Cl)CC2)cc1
(24) Cc1cccc(CC(=O)NCCS(=O)(=O)N2CCN(c3ccccc3)CC2)c1
(25) O=S(=O)(N1CCOCC1)N1CCN(c2ccc(F)cc2)CC1
(26) C[C@H](CO)N1C[C@H](C)[C@@H](CN(C)S(C)(=O)=O)Oc2c(NC(=O)c3ccncc3)cccc2C1=O
(27) CCOc1ccccc1CN1CCCC(CNC(=O)Cc2ccc(OC)cc2)C1 (stereo unspecified)
(28) O=C(COc1ccccc1)Nc1c2c(nn1-c1ccccc1)CS(=O)C2 (stereo unspecified)
(29) Cn1cc(/C=N/NC(=O)c2cc3cc(Br)ccc3o2)c2ccccc21
(30) CCOC(=O)c1c(C)[nH]c(C(=O)OCc2csc(CC(=O)Nc3ccccc3C)n2)c1C

Assay by compound	21	22	23	24	25	26	27	28	29	30
SW480 rerep	-3%	-3%	3%	·	-1%	?	-6%	-4%	0%	-12%
MCF10A rerep	11%	2%	1%	·	-26%	?	9%	0%	29%	16%
HT1080 IDH1KD tx	4%	-21%	-3%	-8%	9%	7%	1%	3%	?	-3%
IL1B secr inh	-7	?	-12	25	17	9	-1	5	36	1
ATXN2 expr inh	22%	-33%	0%	·	3%	4%	-10%	-4%	-5%	8%
KB-3-1 tox	-3%	?	11%	-10%	14%	15%	-4%	9%	?	-2%
HT1080-NT tox	11%	0%	-9%	2%	-6%	7%	13%	4%	?	-13%
KB-V1 MDR tox	?	-13%	0%	0%	2%	0%	-3%	-15%	-13%	?
WRN inhibitor	-1%	-9%[11.6 µM]	-12%	9%	-3%	-3%	7%	8%	-6%	2%

(31) O=C(CSc1nnnn1-c1ccccc1)CC(=O)Nc1ccc(Cl)cc1
(32) COC(=O)c1ccccc1NC(=O)CNC(=O)c1ccco1
(33) O=C(O)[C@H](Cc1ccccc1)N1C(=O)c2c(Cl)c(Cl)c(Cl)c(Cl)c2C1=O
(34) CCOC(=O)c1[nH]c2ccccc2c1N=C(C)N(CC)CC
(35) O=C(NCc1ccccn1)Nc1cccc(NC(=O)NCc2ccccn2)c1
(36) Cc1cccc2c1-c1sc(C(=O)NCCCN3CCc4ccccc4C3)cc1CO2
(37) c1ccc(CNCCCNCCCCNCCCNCc2ccccc2)cc1
(38) CC1CN(CCOc2ccccc2[N+](=O)[O-])CC(C)O1 (stereo unspecified)
(39) Cc1cccc(C)c1-n1nnnc1C1(C)CCC(=O)N1CC1CCCCC1 (stereo unspecified)
(40) O=C(O)COc1ccccc1/C=N/NC(=O)c1ccc2c(c1)OCCO2
(41) COCCNC(=S)N1CCN(C)CC1
(42) Fc1ccc(CN2CCSCC2)cc1F
(43) CCOC(=O)C1(Cc2ccccc2)CCN(Cc2ccon2)CC1

Assay by compound	31	32	33	34	35	36	37	38	39	40	41	42	43
SW480 rerep	2%	-9%	1%	?	-2%	?	?	68%[1.84 µM]	·	1%	-16%	6%	-6%
MCF10A rerep	?	4%	1%	-1%[9.22 µM]	2%	?	6.5µM*	6%	·	-1%	0%	-5%	-9%
HT1080 IDH1KD tx	?	5%[9.24 µM]	-1%	0%	-4%	?	5.2µM*	-10%	-12%	2%	15%	15%	-4%
IL1B secr inh	24	-10	2	34	40	?	-110*	7	22	6	27	-2	6
ATXN2 expr inh	-12%	0%	-1%	4%	50%[activator]	-21%	28µM*	-20%	13%	·	2%	-3%	-6%
KB-3-1 tox	?	13%	14%	19%	12%	?	?	?	-14%	3%	0%	12%	-39%
HT1080-NT tox	?	20%	-3%	2%	-2%	?	?	-11%	0%	3%	14%	8%	3%
KB-V1 MDR tox	-18%	-33%	0%	14%	10%	?	?	?	?	1%	4%	21%	-50%
WRN inhibitor	-21%	-5%	?	-7%	-10%	-17%	?	-3%[57.1 µM]	-3%	0%	14%	-28%	-5%

Compounds shown so far that contain two or more sulfur atoms:
(5) Cc1cccc(-c2n[nH]c(=S)n2/N=C/c2cccs2)c1
(8) CC1CCCN(c2nc3ccsc3c(=O)s2)C1 (stereo unspecified)
(12) CN(C)S(=O)(=O)c1ccc(NC(=O)CSc2nnnn2C)cc1

Assay by compound	5	8	12
SW480 rerep	1%	18%	-2%
MCF10A rerep	0%	18µM*	3%
HT1080 IDH1KD tx	-1%	-5%	17%
IL1B secr inh	2	5	-11
ATXN2 expr inh	·	72%[activator]	-7%
KB-3-1 tox	1%	?	3%
HT1080-NT tox	1%	0%	15%
KB-V1 MDR tox	2%	16µM*	-3%
WRN inhibitor	1%	-5%	-6%

Single records, from the list above. Order of values: SW480 rerep, MCF10A rerep, HT1080 IDH1KD tx, IL1B secr inh, ATXN2 expr inh, KB-3-1 tox, HT1080-NT tox, KB-V1 MDR tox, WRN inhibitor
CCOC(=O)c1[nH]c2ccccc2c1N=C(C)N(CC)CC reads ?, -1%[9.22 µM], 0%, 34, 4%, 19%, 2%, 14%, -7%
O=C(O)[C@H](Cc1ccccc1)N1C(=O)c2c(Cl)c(Cl)c(Cl)c(Cl)c2C1=O reads 1%, 1%, -1%, 2, -1%, 14%, -3%, 0%, ?
O=C(CSc1nnnn1-c1ccccc1)CC(=O)Nc1ccc(Cl)cc1 reads 2%, ?, ?, 24, -12%, ?, ?, -18%, -21%
COC(=O)c1ccccc1NC(=O)CNC(=O)c1ccco1 reads -9%, 4%, 5%[9.24 µM], -10, 0%, 13%, 20%, -33%, -5%

Bioassay records from PubChem BioAssay.
